FEN1 inh: qHTS Assay for the Inhibitors of Human Flap endonuclease 1 (FEN1); 0.35% of 390,000 active; Recombinant FEN1 flap cleavage, fluorescence, 15 min; AID 588795, 2011; Potency, µM (highest dose often 114 µM), for inactives: top-dose activity change, negative = inhibition, hits mostly inhibitors; P39748; also: nearly all actives have a fitted effect of over 65% in size
Target sequence (P39748 whole entry, looked up): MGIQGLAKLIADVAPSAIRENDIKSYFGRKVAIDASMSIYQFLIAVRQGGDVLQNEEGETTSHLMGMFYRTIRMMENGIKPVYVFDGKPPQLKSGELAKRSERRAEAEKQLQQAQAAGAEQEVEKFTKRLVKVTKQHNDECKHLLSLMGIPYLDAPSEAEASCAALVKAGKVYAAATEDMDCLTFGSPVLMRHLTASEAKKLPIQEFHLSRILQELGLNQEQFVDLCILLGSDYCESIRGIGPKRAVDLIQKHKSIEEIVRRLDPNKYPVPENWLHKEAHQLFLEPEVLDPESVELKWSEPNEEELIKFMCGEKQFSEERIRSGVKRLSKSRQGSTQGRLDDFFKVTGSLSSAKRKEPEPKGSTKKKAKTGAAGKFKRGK
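With each library titrated from low to high concentration, compounds met 10 nM FEN1 for 15 min at room temperature before 50 nM substrate was added; readings at 0 and 15 min fed four-parameter Hill curve fits.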
KAT2A inh: qHTS Assay for Inhibitors of GCN5L2. Potency, µM (doses to about 58.9 µM), for inactives: top-dose activity change, negative = inhibition, usual class: inhibitors. Histone acetyltransferase KAT2A (Homo sapiens), Q92830. GCN5L2 HAT assay, ThioGlo1 CoA-SH fluorescence. 0.21% of 390,000 active
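qHTS, 1536-well. 20nM enzyme, pH 7.5 HEPES/EDTA/Tween-20 buffer; 15 min compound preinc., RT. Start: 75uM H3(1-25), 70uM AcCoA, 50uM ThioGlo1. Read Ex340/Em540 at t=0 (autofluorescence flag) and t=20 min.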
N370S GC mod: qHTS Assay for Inhibitors and Activators of N370S glucocerebrosidase as a Potential Chaperone Treatment of Gaucher Disease | N370S GC spleen homogenate, 4MU-glucoside fluorescence | Potency, µM (doses to about 59.4 µM), without a hit: at the top dose activity change, negative = inhibition, usual class: inhibitors | 0.092% of 330,000 active | AID 2101, 2009;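 also: 0% = full enzyme activity and -100% = no enzyme basal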
Active calls of the source: *; ? = inconclusive; · = not tested or not shown; & = joins results of further samples; [ ] = another dose, or the depositor's remark. Calls follow the shape of the dose curve; as a rule, active = well fitted curve in the direction sought with a large enough effect; inconclusive = small, poorly fitted or top-dose-only effect, or another doubt; inactive = no such curve, though single readings can be large; an effect the other way counts as inactive or inconclusive. Unless noted, % is scaled to controls: 0 for no effect and ±100 for the full control effect; potency is read from the fitted curve at half-maximal effect.

SMILES	FEN1 inh	KAT2A inh	N370S GC mod
Cc1[nH]c(=O)[nH]c(=O)c1S(=O)(=O)NCC12CC3CC(CC(C3)C1)C2	-4%	0%	1%
COC(=O)c1cc2c(ccn2-c2ccc(F)cc2)n1CC(=O)OC(C)C	3%	-8%	4%
COC(=O)c1ccccc1-n1cc2c(c1-c1cccc(C)c1)c(=O)n(C)c(=O)n2C	14%	-5%	·
CCOC(=O)c1c(C)[nH]c(C)c1S(=O)(=O)N1CCC(C(=O)N2CCN(c3cccc(Cl)c3)CC2)CC1	2%	-6%	·
COc1cccc(NC(=O)CC(=O)Nc2ccc3nc4n(c(=O)c3c2)CCCCC4)c1	-4%	-7%	·
CNC(=S)N(Cc1cc2cc(C)cc(C)c2[nH]c1=O)C1CCCC1	-2%	1%	-13%
Cc1oc2c(cc(NS(=O)(=O)c3ccc(F)cc3)c3ccccc32)c1C(=O)O	-4%	-3%	0%
COc1ccc2[nH]c(=O)c(CN(CCO)S(=O)(=O)c3ccc(C)cc3)cc2c1	6%	-1%	25%
NC(=O)CC[C@@H]1NC(=O)[C@H](Cc2ccccc2)NC(=O)[C@H](Cc2ccc(O)cc2)NC(=O)[C@@H](N)CSSC[C@@H](C(=O)N2CCC[C@H]2C(=O)N[C@@H](CCCN=C(N)N)C(=O)NCC(N)=O)NC(=O)[C@H](CC(N)=O)NC1=O	·	0%&-18%&1%	0%&-15%
COC(=O)c1cc(Cl)c(N)cc1OC	-3%	-4%	16%
O=C(Nc1ccccc1Cl)c1ccccc1Cl	-15%	-14%	-3%
COc1ccc2[nH]c3c(=O)n(Cc4ccc(C(=O)N5CCC(C(N)=O)CC5)cc4)c(=S)[nH]c3c2c1	-16%	-22%	-3%
Cc1c(CCOC(=O)c2ccc(Cl)cc2Cl)sc[n+]1CC(=O)c1ccc(Br)cc1	-3%	-4%	·
COc1cccc(-n2c(SCC(=O)NCC3CCCO3)nc3c([nH]c4ccccc43)c2=O)c1 (stereo not given)	-4%	-9%	-6%
O=C(Oc1c(-c2ccccc2)oc2ccccc2c1=O)c1ccccc1	?	-3%	22%
Cc1[nH]nc2c1C(c1ccc(Cl)cc1)C(C#N)=C(N)O2 (stereo not given)	1%	-5%	-4%
COCCNS(=O)(=O)c1ccc(-c2ccc(S(=O)(=O)NCCOC)cc2)cc1	-13%	-3%	2%
Cc1cc(=S)c2cccc(C)c2[nH]1	-8%	1%	-1%
O=S1(=O)CCN2C(c3ccc4c(c3)CCCC4)=CSC2=N1	0%	-2%	2%
Cc1c(C(=O)OC2CCCC2)[nH]c2c1C(=O)CC(c1ccc(Cl)cc1)C2 (stereo not given)	1%	5%	·
Cc1ccc(/C(N)=N/OC(=O)c2cc(-c3ccccc3)nc3ccccc23)cc1	0%	-3%	-14%
CCOC(=O)c1ccc2c(c1)N(CC(=O)N1CCCC1)C(=O)C(C)(C)O2	-4%	-1%	-5%
CC[C@H](C)[C@H](NC(=O)[C@H](CC(C)C)NC(=O)[C@H](CO)NC(=O)[C@H](CCC(=O)O)NC(=O)[C@H](CC(C)C)NC(=O)[C@H](Cc1ccc(O)cc1)NC(=O)[C@H](CCCCN)NC(=O)[C@H](CCCCN)NC(=O)[C@H](C)NC(=O)[C@H](CO)NC(=O)[C@H](CC(C)C)NC(=O)[C@H](CCC(N)=O)NC(=O)CNC(=O)[C@H](CC(C)C)NC(=O)[C@H](CC(C)C)NC(=O)[C@H](CCCNC(=N)N)NC(=O)[C@H](CO)NC(=O)[C@H](Cc1ccccc1)NC(=O)[C@H](CC(=O)O)NC(=O)[C@H](CO)NC(=O)[C@@H](NC(=O)[C@H](Cc1ccccc1)NC(=O)[C@@H](NC(=O)CNC(=O)[C@H](CC(=O)O)NC(=O)[C@H](C)NC(=O)[C@@H](N)Cc1cnc[nH]1)C(C)C)[C@@H](C)O)C(N)=O	·	-1%	1%
CCOc1ccc(CNC(=O)CCC(=O)N2CC3CCCN3c3ccccc32)cc1 (stereo not given)	-1%	1%	·
N[C@H](C(=O)O)C1[C@H](C(=O)O)[C@H]1C(=O)O (stereo not given in full)	·	-10%[0.501 µM]	-9%

Structures listed so far that contain an aryl methoxy group (five):
SMILES	FEN1 inh	KAT2A inh	N370S GC mod
COc1cccc(NC(=O)CC(=O)Nc2ccc3nc4n(c(=O)c3c2)CCCCC4)c1	-4%	-7%	·
COc1ccc2[nH]c(=O)c(CN(CCO)S(=O)(=O)c3ccc(C)cc3)cc2c1	6%	-1%	25%
COC(=O)c1cc(Cl)c(N)cc1OC	-3%	-4%	16%
COc1ccc2[nH]c3c(=O)n(Cc4ccc(C(=O)N5CCC(C(N)=O)CC5)cc4)c(=S)[nH]c3c2c1	-16%	-22%	-3%
COc1cccc(-n2c(SCC(=O)NCC3CCCO3)nc3c([nH]c4ccccc43)c2=O)c1 (stereo not given)	-4%	-9%	-6%

(more compounds)
SMILES	FEN1 inh	KAT2A inh	N370S GC mod
CCCc1cc(=O)[nH]c(SCC(=O)Nc2ccc(S(=O)(=O)N3CCCC3)cc2)n1	2%	-3%	·
N#CC(C(=O)NC1CCCCC1)=C1CCCCCC1	-1%	-2%	-2%
CC(Oc1ccccc1)C(=O)Nc1ccc(NC(=O)c2ccccc2)cc1 (stereo not given)	3%	0%	-4%
Cc1cccc(NC(=O)CS(=O)(=O)c2cn(CC(=O)N3CCOCC3)c3ccccc23)c1	15%	-3%	-15%
Cc1cc(S(=O)(=O)NCc2ccccc2)ccc1OCC(=O)NCC1CCCO1 (stereo not given)	-5%	-12%	-11%
O=C(NC1CCCCC1)c1ccc(CN2CCOCC2)cc1	5%	-2%	5%
Cc1cc(Br)ccc1SCC(=O)OC/C(O)=C(\C#N)c1nc2ccccc2[nH]1	-8%	5%	5%
Cc1cccc2sc(N(CCN(C)C)C(=O)c3ccc4ccccc4c3)nc12	-31%	-1%	-21%
COc1cccc(C=NC=Nc2cccc(OC)c2)c1	·	-25%	0%
C=CCn1c(SCC(=O)Nc2ccc3c(c2)OCO3)nnc1-c1ccccc1OC	3%	-3%	25%
Fc1ccc(CNCCCSc2nnnn2-c2ccccc2)cc1	19%	-5%	·
COc1ccc(CCc2nnc(CCC(=O)NCc3cnn(-c4ccccc4C)c3)o2)cc1	-8%	-6%	5%
CC1CCN(C(=O)C2CCN(S(=O)(=O)c3ccc4c(c3)CC(C)N4C(=O)C3CC3)CC2)CC1 (stereo not given)	-13%	-2%	-4%
Cc1ccccc1-c1nc2ccccc2c(=O)n1/N=C/c1ccccc1[N+](=O)[O-]	-12%	1%	5%
CCN(C(=O)CCc1ccccc1)C1CCCCC1	22%	4%	0%
COC(=O)c1c(C)[nH]c(O)c1C=Nc1ccc(C#N)cc1	?	-15%	8%
COC(=O)c1ccc(CNC(=O)C(NC(=O)c2ccco2)C(C)C)cc1 (stereo not given)	-7%	-1%	-1%
CCOC(=O)NC(CC(=O)O)c1ccc(OC)cc1 (stereo not given)	-5%	3%	9%[2.35 µM]
CCCc1cnc(N2CCN(C(=O)c3ccccc3)CC2)nc1	-14%	-5%	-6%
CCN(CC)C(=O)Cn1c(=O)n(-c2ccc(Cl)c(Cl)c2)c(=O)c2c(C)c(C(=O)N(CC)CC)sc21	-36%	1%	·
COc1c(Cl)cc(Cl)cc1CNCc1ccccc1	-23%	-5%	-13%
CC(C)CCN1C(=O)c2ccc(C(=O)NCc3ccccn3)cc2C1=O	-2%	-21%	0%
COc1cccc(CN(C)C(=O)CSc2nc3ccccc3[nH]2)c1OC	-15%	-5%	-19%
Cc1ccccc1COC(=O)CCCC1=NS(=O)(=O)c2ccccc2N1	15%	-8%	1%
NC(=O)C1CCN(C(=O)c2ccc(NS(=O)(=O)c3ccc(F)cc3)cc2)CC1	-1%	-9%	·
CCc1ccc(OC(C)C(=O)N2CCC(c3nc4ccccc4s3)CC2)cc1 (stereo not given)	?	-8%	·
COc1cccc(CN2CCNC(=O)C2CC(=O)NCC(C)(C)N2CCOCC2)c1OC (stereo not given)	0%	-25%	3%
CCOC(=O)C(C)n1ncn2cccc2c1=O (stereo not given)	-8%	1%	17%
Cc1ccc(C(=O)C[n+]2ccc(Cc3ccccc3)cc2)cc1	1%	2%	-29%
CCOC(=O)c1sc(-c2ccc(F)cc2)cc1NC(=O)Nc1ccccc1OC	7%	-22%	3%
Cc1ccc(C(=O)C2Oc3ccccc3C3CC(c4ccc(C)cc4)=NN23)cc1 (stereo not given)	-10%	-6%	5%
Cc1ccccc1N1C(=O)C(Cl)=C(N2CCCCCC2)C1=O	5%	-8%	23%
O=C(CN1C(=O)CC(c2ccco2)Sc2ccccc21)NCC1CCCO1 (stereo not given)	-10%	-4%	-3%
O=S(=O)(c1ccccc1)c1nc(-c2cccs2)oc1SCc1ccc(F)cc1	1%	-3%	·
Cc1ccc(C)c(N2N=C(C(=O)Nc3ccccc3N3CCCC3)CCC2=O)c1	-8%	-7%	-14%
CN(CCNC(=O)CCNC(=O)Cn1ccc2ccccc2c1=O)Cc1ccccc1	-2%	0%	-10%
CC(=O)N=c1ncn(CC(COC(C)=O)OC(C)=O)c2nc[nH]c12 (stereo not given)	1%	-1%	5%
O=C(Nc1cccc(F)c1)NC1CCCCC1	-17%	-4%	13%
CC(C)(C)OC(=O)N1CCC[C@H]1C(=O)Nc1ccc(Br)cc1	-7%	-23%	-4%
CCOC(=O)c1ccc(NC(=O)c2c(NCc3cccc(OC)c3)sc3c2CCC3)cc1	-6%	-16%	·
COc1ccc(/C=C/C(=O)N[C@H](C(=O)O)C(C)C)cc1	5%	3%	0%
Cc1ccc(SCCC(=O)OCC(=O)Nc2ccc(S(N)(=O)=O)cc2)cc1	-2%	-5%	26%
CC(NC(=O)Nc1ccccc1Cl)c1ccc2c(c1)OCO2 (stereo not given)	-9%	?	-17%
Cc1ccc(NC(=O)COC(=O)Cn2c(C)csc2=O)c([N+](=O)[O-])c1	-8%	-1%	3%
CCCCN1C(=O)NC(NS(=O)(=O)c2ccc(N)cc2)(C(F)(F)F)C1=O (stereo not given)	1%	-4%	13%
CC1CCN(S(=O)(=O)c2cccc(C(=O)Oc3ccc([N+](=O)[O-])cc3)c2)CC1	-3%	-4%	-5%
O=C(Nc1ccccc1F)c1ccc(Br)o1	-17%	-25%[88.6 µM]	2%[89.1 µM]
Cc1cc(N/N=C/c2ccc(O)cc2O)c2ccccc2n1	31%	-4%	2%
Cc1cc(Cl)ccc1OCC(=O)NCCCN1CCOCC1	-3%	1%	-1%
Cc1cc2ccccc2n1CCNC(=O)c1cccs1	17%	1%	11%
CCOC(=O)N1CCN(C(=O)CSCC(=O)Nc2nc(-c3cccs3)cs2)CC1	-11%	-1%	3%
O=C(O)CSc1nc(C(F)(F)F)cc(=O)n1-c1ccccc1	2%	-5%	-4%
O=C(NCC(c1ccco1)N1CCCC1)c1sc2cc(F)ccc2c1Cl (stereo not given)	-1%	-4%	·

In the list so far, 9 have an aryl thioether with sulfur outside any ring:
SMILES	FEN1 inh	KAT2A inh	N370S GC mod
COc1cccc(-n2c(SCC(=O)NCC3CCCO3)nc3c([nH]c4ccccc43)c2=O)c1 (stereo not given)	-4%	-9%	-6%
CCCc1cc(=O)[nH]c(SCC(=O)Nc2ccc(S(=O)(=O)N3CCCC3)cc2)n1	2%	-3%	·
Cc1cc(Br)ccc1SCC(=O)OC/C(O)=C(\C#N)c1nc2ccccc2[nH]1	-8%	5%	5%
C=CCn1c(SCC(=O)Nc2ccc3c(c2)OCO3)nnc1-c1ccccc1OC	3%	-3%	25%
Fc1ccc(CNCCCSc2nnnn2-c2ccccc2)cc1	19%	-5%	·
COc1cccc(CN(C)C(=O)CSc2nc3ccccc3[nH]2)c1OC	-15%	-5%	-19%
O=S(=O)(c1ccccc1)c1nc(-c2cccs2)oc1SCc1ccc(F)cc1	1%	-3%	·
Cc1ccc(SCCC(=O)OCC(=O)Nc2ccc(S(N)(=O)=O)cc2)cc1	-2%	-5%	26%
O=C(O)CSc1nc(C(F)(F)F)cc(=O)n1-c1ccccc1	2%	-5%	-4%

Only part of the results is shown (hit frequency here may not be typical).
